# PME-1 inh = PME-1 (human) inhibition; Q9Y570; recombinant PME-1, FP-Rh probe fluorescence polarization; inhibition, % at 5.9 µM; actives 0.53% (n = 320,000); AID 2130;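 active means inhibition above the campaign mean of all compounds plus 3 SD, cut at about 26% in these data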;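 further: competitive labeling of PME-1 active site by serine hydrolase directed probe; 0% = PME-1 with DMSO and 100% = wells lacking PME-1 enzyme; inhibitors block probe labeling so polarization falls and inhibition rises; many of its hits are not listed in these tables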
# Target sequence (Q9Y570 whole entry, looked up): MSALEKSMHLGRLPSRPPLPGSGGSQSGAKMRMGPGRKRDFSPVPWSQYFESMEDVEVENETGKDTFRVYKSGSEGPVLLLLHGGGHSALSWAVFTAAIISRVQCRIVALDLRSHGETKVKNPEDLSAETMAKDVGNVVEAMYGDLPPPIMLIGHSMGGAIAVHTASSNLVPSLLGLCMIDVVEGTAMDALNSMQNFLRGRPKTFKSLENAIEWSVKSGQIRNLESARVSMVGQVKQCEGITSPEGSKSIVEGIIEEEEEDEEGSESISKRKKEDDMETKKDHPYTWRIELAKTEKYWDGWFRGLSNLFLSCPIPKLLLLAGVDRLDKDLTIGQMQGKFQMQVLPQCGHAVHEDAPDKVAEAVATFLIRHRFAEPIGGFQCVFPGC
# PAD4 FP inh = PAD4 (human) enzyme inhibition. recombinant PAD4, RCA probe fluorescence polarization. AID 485272. actives 0.41% (n = 330,000). inhibition, % at 6.36 µM. Q9UM07;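 active means percent inhibition above a cutoff equal to the mean of all tested compounds plus 3 SD, cut at about 15% in these data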;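 further: 0% = PAD4 with RCA probe and DMSO and 100% = probe without PAD4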
# PAFAH1B2 inh = inhibitors of human PAFAH1B2. P68402. recombinant PAFAH1B2, FP-rhodamine activity probe, fluorescence polarization. inhibition, % at 3.39 µM. actives 1.2% (n = 340,000). AID 492953;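 active means inhibition above the mean of all tested compounds plus 3 SD, cut at about 24% in these data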;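 further: 0% = enzyme with DMSO and 100% = wells lacking PAFAH1B2; many of its hits are not listed in these tables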
# LYPLA1 counter = counter-screen for PME1 inhibitors: inhibitors of human LYPLA1. O75608. recombinant LYPLA1, FP-Rh probe fluorescence polarization. inhibition, % at 5.9 µM. actives 0.16% (n = 320,000). AID 2174;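 active means inhibition above the mean of all tested compounds plus 3 SD, set per campaign, cut at about 14% in these data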;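 further: inhibitors block serine hydrolase probe labeling of LYPLA1 so polarization falls; 0% = enzyme with DMSO and 100% = wells lacking LYPLA1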
# pPAFAH FP inh = pPAFAH (human) enzyme inhibition; recombinant pPAFAH, FP-rhodamine probe fluorescence polarization; inhibition, % at 3.39 µM; AID 463082; Q13093; actives 1.5% (n = 330,000);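 active means inhibition above the mean inhibition across the screen plus 3 SD, cut at about 25% in these data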;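 further: inhibitors block binding of the rhodamine activity-based probe so polarization drops; 0% = enzyme with DMSO and 100% = wells lacking pPAFAH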
# Target sequence (Q13093 whole entry, looked up): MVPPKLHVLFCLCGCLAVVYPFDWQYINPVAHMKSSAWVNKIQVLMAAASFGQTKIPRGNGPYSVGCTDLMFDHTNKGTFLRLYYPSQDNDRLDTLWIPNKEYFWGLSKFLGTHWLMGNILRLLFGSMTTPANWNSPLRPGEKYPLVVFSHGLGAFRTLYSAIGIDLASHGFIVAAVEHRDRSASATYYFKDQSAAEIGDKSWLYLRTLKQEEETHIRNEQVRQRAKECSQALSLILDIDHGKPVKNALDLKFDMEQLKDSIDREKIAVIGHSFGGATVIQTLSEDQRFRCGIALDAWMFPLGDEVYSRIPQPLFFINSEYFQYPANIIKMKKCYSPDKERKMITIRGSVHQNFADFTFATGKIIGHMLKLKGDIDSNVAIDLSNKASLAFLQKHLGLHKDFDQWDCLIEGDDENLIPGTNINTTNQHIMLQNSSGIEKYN
# PAFAH1B3 inh = PAFAH1B3 (human) inhibition. recombinant PAFAH1B3, FP-rhodamine probe, fluorescence polarization. inhibition, % at 3.39 µM. actives 0.28% (n = 340,000);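 active means inhibition above the screen-wide average of all tested compounds plus 3 SD, cut at about 25% in these data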;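 further: 0% = enzyme with DMSO only and 100% = wells lacking PAFAH1B3 protein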
# Target sequence (Q15102 whole entry, looked up): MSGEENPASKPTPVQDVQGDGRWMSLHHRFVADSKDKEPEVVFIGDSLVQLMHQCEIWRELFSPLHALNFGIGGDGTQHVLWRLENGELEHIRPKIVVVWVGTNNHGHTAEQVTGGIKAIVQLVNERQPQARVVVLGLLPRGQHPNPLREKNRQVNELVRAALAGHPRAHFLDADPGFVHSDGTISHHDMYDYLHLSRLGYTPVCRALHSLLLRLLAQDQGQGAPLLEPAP
# PAFAH2 FP inh = PAFAH2 (human) inhibition; inhibition, % at 3.39 µM; recombinant PAFAH2, FP-rhodamine activity probe, fluorescence polarization; Q99487; actives 0.99% (n = 340,000);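 active means inhibition above the mean over all tested compounds plus 3 SD, cut at about 30% in these data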;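 further: inhibitors block probe labeling of enzyme so polarization drops; 0% = enzyme with DMSO and 100% = wells lacking PAFAH2 protein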
# Fam108B inh = counter-screen for RBBP9 inhibitors: inhibitors of mouse Fam108B | recombinant Fam108B, FP-Rh probe fluorescence polarization | inhibition, % at 9.51 µM | actives 0.33% (n = 300,000);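 active means inhibition above the screen mean inhibition plus 3 SD, computed separately per campaign, cut at about 18% in these data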;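 further: inhibitors lower polarization as less probe binds the enzyme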
# GSTO1 counter = blocks human GSTO1 in RBBP9 counter-screen; P78417; recombinant GSTO1, activity-based probe fluorescence polarization; inhibition, % at 5.96 µM; actives 1.1% (n = 300,000); AID 1974;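 active means inhibition above the campaign mean inhibition plus 3 SD, cut at about 35% in these data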;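 further: 0% = GSTO1-1 with DMSO and 100% = wells lacking GSTO1-1 enzyme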
# * marks the source's active call; other numbers are inactive results; nt = no result given. Some of the compounds tested; count on the stated rates, not on these rows.
SMILES,PME-1 inh,PAD4 FP inh,PAFAH1B2 inh,LYPLA1 counter,pPAFAH FP inh,PAFAH1B3 inh,PAFAH2 FP inh,Fam108B inh,GSTO1 counter
O=C(COc1ccccc1)NCc1ccccc1,-3,1,6,-2,8,5,0,3,5
CCC(=O)NC(=S)Nc1ccc(NC(=O)c2ccc(C)c([N+](=O)[O-])c2)cc1,-15,-3,-8,-5,-4,-8,-20,-8,-5
O=C1NC(c2ccccc2)C(C(=O)c2cccs2)=C1O (stereo not drawn),2,-4,9,-1,-2,8,-5,-4,0
CCN(CC)C(=O)N1CCN(C(=O)c2ccc(C)cn2)CC1,-4,2,4,1,4,7,5,-1,-7
c1ccc(-c2noc(-c3cccnc3)n2)nc1,-3,0,1,2,-5,5,1,0,-6
Nc1nn(-c2ccccc2)c2ccc([N+](=O)[O-])cc12,8,1,8,-1,1,9,2,0,7
COc1cccc(CNC(=O)CN2C(=O)COc3ccc(S(=O)(=O)N4CCC(C)CC4)cc32)c1,1,-1,1,-1,4,7,1,1,-9
O=C(NNc1ccc(Cl)cc1)C1CCC1,-5,0,-1,2,0,5,1,-2,2
CCCCC(=O)NC(c1cccc([N+](=O)[O-])c1)c1c(OC(C)=O)ccc2ccccc12 (stereo not drawn),24,2,-1,-4,5,0,-1,4,-3
Cc1cc(NC(=O)CSc2nnc(C3CC3)n2C)no1,1,-9,-1,-1,2,12,-3,-2,-2
CCCc1nc2cc(CC(=O)OC)ccc2o1,-1,0,4,1,0,-7,0,-3,0
C/C=C/c1ccc(OCCNCc2ccccc2)c(OC)c1,3,-5,1,1,1,4,-6,0,3
CCc1nc2ccccc2nc1N1CCN(S(=O)(=O)c2ccccc2)CC1,1,-3,nt,-1,4,nt,nt,2,-9
CC(C)c1ccc(NC(=O)COC(=O)/C=C/c2cccc(Br)c2)cc1,0,3,1,-3,11,-4,6,1,2
CC(C)(C)CNC(=O)[C@]1(C)CCC[C@@]2(C)C3CC[C@@]4(C)C[C@]3(CCC21)CC4=O (stereo partly drawn),-5,-4,-4,2,0,-1,-9,nt,nt
COc1ccc(NC(=O)CCSc2nc(C)cs2)cc1,-3,2,1,0,-5,5,-3,-3,9
COc1cc(/C=C2\SC(=N)N(c3ccc(F)cc3)C2=O)ccc1O,-2,-8,4,-5,24,3,15,4,-25
CC(=O)Nc1ccc(SCCN2CC[C@@H](O)CCC2=O)cc1,-3,0,7,0,1,14,0,nt,nt
O=C(NCCN1CCOCC1)[C@H](Cc1ccccc1)N1C(=O)c2ccccc2C1=O,-2,3,-2,-1,1,5,-1,1,-7
Cc1noc(/C=C/N(C)C)c1S(=O)(=O)N1CCCC(C(=O)NCc2ccc(Cl)cc2)C1 (stereo not drawn),7,-1,12,-11,-2,-7,2,-1,3
Cc1ccc(S(=O)(=O)CCC(=O)Nc2sccc2C(N)=O)cc1,nt,-1,15,nt,12,11,6,nt,nt
OCCNCCCOc1cc(Cl)ccc1Cl,3,1,-2,-5,3,6,-1,-1,2
Cc1noc(NS(=O)(=O)c2ccc(NC(=O)c3ccc(N(C)C)cc3)cc2)c1C,-4,3,9,0,3,9,-1,nt,nt
Cc1cc(Cl)ccc1NC(=S)NCc1ccc(Cl)cc1,-2,0,7,-8,2,6,4,0,0
COc1cc(C(=O)Nc2ccccn2)cc(OC)c1OC,-6,-1,8,0,1,0,-3,1,6
# Additional entries follow:
SMILES,PME-1 inh,PAD4 FP inh,PAFAH1B2 inh,LYPLA1 counter,pPAFAH FP inh,PAFAH1B3 inh,PAFAH2 FP inh,Fam108B inh,GSTO1 counter
c1ccc(CCCNc2ncccn2)cc1,-9,-11,8,3,0,1,0,1,2
CC(C)N1CCC(N2CCN(Cc3cnc(-c4ccccc4)s3)CC2CCO)CC1 (stereo not drawn),1,-1,1,6,2,1,5,3,7
CC(OC(=O)c1ccc(F)cc1)C(=O)Nc1nc(-c2cccc([N+](=O)[O-])c2)cs1 (stereo not drawn),-32,0,-3,-20,-3,-7,-10,-16,-1
Cc1noc(C)c1S(=O)(=O)N1CCN(c2ccc(Cl)cc2)CC1,-1,-3,-1,0,7,-2,-3,-4,-4
Cc1[nH]c2ccc(CNS(=O)(=O)c3ccc(S(=O)(=O)N4CCOCC4)cc3)cc2c1C,3,3,3,5,4,-5,2,5,5
O=C(Cc1cccc(NC(=O)C2CCN(C(=O)C3CC3)CC2)c1)Nc1cccc(C(=O)N2CCCC2)c1,-2,2,3,-1,-3,-2,3,nt,nt
CN(CC(=O)Nc1ccccc1C(F)(F)F)C(=O)c1ccc2c(=O)n3c(nc2c1)CCC3,-3,-1,-3,0,-8,0,5,nt,nt
O=C(CCCN1CCC(O)(c2cccc(C(F)(F)F)c2)CC1)c1ccc(F)cc1,1,-2,-2,0,1,4,12,-3,4
CC(=O)c1ccccc1NC(=O)COC(=O)c1cc[n+]([O-])cc1,nt,2,-4,nt,1,15,-1,nt,nt
CCN(Cc1ccccc1)Cc1cccc([N+](=O)[O-])c1,-4,-4,9,3,6,-3,7,-6,9
CCOC(=O)c1c(-c2ccc(OC)c(OC)c2)csc1NC(=O)C1CCCO1 (stereo not drawn),5,-3,-2,-1,2,7,1,2,-5
O=C(N1CCCCC1)N1CCN(C(=O)N2CCCCC2)CC1,-4,-4,-3,-4,0,6,7,2,2
CCC1(C)N=C(N)Nc2nc3cc(C)c(C)cc3n21 (stereo not drawn),2,-14,3,-3,5,3,2,3,3
O=C(COc1ccc(/C=N/NC(=O)c2ccncc2)cc1)Nc1cccc([N+](=O)[O-])c1,-11,0,-1,-14,1,-9,-4,-9,-8
c1ccc(C2=Nc3cccc4cccc(c34)N2)cc1,0,-1,24,0,-4,16,-10,32*,23
NS(=O)(=O)c1ccc(CNC(=O)c2cccnc2Cl)cc1,4,6,7,3,6,1,-2,1,-5
Cc1ccc(S(=O)(=O)N(C)Cc2cc3cc(C)ccc3[nH]c2=O)cc1,7,0,5,2,2,-2,-4,4,-3
O=C(CCCN1C(=O)c2ccccc2C1=O)NCCc1ccc(OC(F)F)cc1,-3,-4,1,2,1,3,-14,-7,3
C=C(NC(=O)C(=C)NC(=O)c1csc(C2=NC3c4csc(n4)C4NC(=O)c5csc(n5)C([C@@](C)(O)C(C)O)NC(=O)C5CSC(=N5)/C(=C\C)NC(=O)C(C(C)O)NC(=O)c5csc(n5)[C@]3(CC2)NC(=O)C(C)NC(=O)C(=C)NC(=O)C(C)NC(=O)C(C(C)CC)NC2C=Cc3c(C(C)O)cc(nc3C2O)C(=O)OC4C)n1)C(N)=O (stereo partly drawn),-42,-4,nt,-32,-1,nt,nt,-28,-4
C[C@@H](C(=O)NCc1ccccc1)[C@@H]1C[C@@]1(C)[C@@H](NC(=O)OCc1ccccc1)c1ccccc1,-6,3,5,0,9,-3,2,-1,-1
CC1CCCCN1CC(O)COCc1ccc(Cl)cc1 (stereo not drawn),-5,-6,3,-3,-7,7,-3,0,0
O=C(NCc1ccccc1)/C(=C/c1cccc([N+](=O)[O-])c1)NC(=O)c1ccco1,-1,4,4,0,-1,-7,13,-3,3
C/C(=N\Nc1nc2ccccc2c(=O)n1O)c1ccco1,-1,-4,3,0,9,6,7,3,67*
Cc1ccc2c(c1)COc1c3ccc(C(=O)N4CCOCC4)cc3nn1-2,0,-1,2,2,3,17,0,-3,6
COc1ccc(CNC(=O)COC(=O)c2ccc(OCC3CCCO3)cc2)cc1 (stereo not drawn),-3,-1,1,-1,1,8,8,nt,nt

# Overlap with the part before: 2 compounds; new compounds follow.
SMILES,PME-1 inh,PAD4 FP inh,PAFAH1B2 inh,LYPLA1 counter,pPAFAH FP inh,PAFAH1B3 inh,PAFAH2 FP inh,Fam108B inh,GSTO1 counter
Cc1ccc2c(c1)COc1c3ccc(C(=O)N4CCOCC4)cc3nn1-2,0,-1,2,2,3,17,0,-3,6
COc1ccc(CNC(=O)COC(=O)c2ccc(OCC3CCCO3)cc2)cc1 (stereo not drawn),-3,-1,1,-1,1,8,8,nt,nt
COc1ccc(C)cc1Nc1n[n+](C)c(-c2c3ccccc3cc3ccccc23)s1,1,51*,3,1,7,6,-10,-4,7
Cc1cccc(C)c1NC(=O)COC(=O)c1cccc2c1C(=O)c1ccccc1C2=O,71*,-6,-13,1,4,-3,10,-10,-16
Cc1cc(C)c(C#N)c(SC(F)F)n1,-5,4,0,2,-2,6,-4,-4,2
Cc1cc(/C=N/N2CCN(C)CC2)c(C)n1-c1ccccc1F,4,-3,1,2,3,-1,-2,-1,1
O=C(O)c1cccc(-n2c(O)c(C=C3N=c4ccccc4=N3)sc2=S)c1,-2,-4,5,1,29*,5,3,-1,-20
CN(NC(N)=O)c1ncc(C(F)(F)F)cc1Cl,-3,2,-3,-2,1,-4,-5,0,4
Cc1ccc2c(c1)N(CC(=O)NCCCN1CCCC1)C(=O)CO2,1,5,-1,6,1,6,-2,1,8
COc1cc(CC(=O)OCC(=O)NCC(C)C)cc(OC)c1OC,-6,-3,5,0,5,1,5,-1,9
O=C(Oc1ccc(F)cc1)N1CCOCC1,-1,-1,13,1,6,0,1,-3,-2
O=C(NC1(C(F)(F)F)NC(=O)N(CCc2ccccc2)C1=O)C1CC1 (stereo not drawn),0,-6,-1,6,1,3,-1,6,6
COc1ccc(C(C(=O)NC2CCCC2)N(C(=O)c2snc(C(N)=O)c2N)c2cc(C)ccc2OC)cc1OC (stereo not drawn),2,5,5,0,6,1,-10,2,-1
O=C(c1ccco1)N1CCCC(c2nc3c(nnn3Cc3ccc(F)cc3)c(=O)[nH]2)C1 (stereo not drawn),3,-3,7,-2,-7,0,-8,-1,-6
O=C(COCc1ccccc1)N[C@@H](Cc1ccc(O)cc1)C(=O)O,-5,-2,15,1,0,-2,8,-12,11
Cc1ccccc1NS(=O)(=O)c1cc(C(=O)Nc2cccc(N(C)S(C)(=O)=O)c2)ccc1C,-3,-6,-2,-12,4,-1,2,-4,-13
O=C(CN1CCN(c2ncc(C(F)(F)F)cc2Cl)CC1)NC(=O)NCc1ccccc1,-2,-5,-2,2,-1,-1,2,-2,2
COc1ccc(N2CCN(C(=O)CSc3ccc([N+](=O)[O-])cc3)CC2)cc1,-6,-13,1,2,-3,-2,6,-3,0
Cc1ccnc(NS(=O)(=O)c2ccc(NC(=O)Cc3c(F)cccc3Cl)cc2)n1,-6,-3,2,3,0,1,0,1,-4
COc1cc(/C=C/C(=O)OC(C)C(=O)Nc2c(C)n(C)n(-c3ccccc3)c2=O)ccc1OCC#N (stereo not drawn),-4,-1,0,0,3,0,6,-1,-3
O=C(COC(=O)CCCN1C(=O)c2cccc3cccc(c23)C1=O)Nc1ccc(Cl)cc1,30*,2,0,6,6,-13,48*,1,-5
CC(=O)Nc1cc(C)nn1-c1nc2ccccc2s1,4,5,2,2,4,3,6,3,2
O=C(NCCc1csc(-c2cccnc2)n1)c1ccco1,2,-2,-3,0,5,1,0,3,-1
COc1ccc(C(=O)N/C(=C\c2cn(C)c3ccccc23)C(=O)N2CCN(C)CC2)cc1OC,1,-2,-4,0,4,-6,-1,0,-3
CC(=O)c1ccc(N2CCN(S(=O)(=O)c3ccc(-c4cnc(C5CC5)o4)cc3)CC2)cc1,9,0,1,-3,2,7,9,-1,-13
CCOC(=O)C1=C(C)N(C)C(=S)NC1c1c(OCC)ccc2ccccc12 (stereo not drawn),2,-2,3,0,3,2,0,0,3
Oc1ccc(-c2cn3ccccc3n2)cc1O,-5,0,-2,-6,0,10,-3,-2,43*
CC(C)(C)OC(=O)CNC(=O)c1[nH]cnc1C(=O)NC(c1ccccc1)c1ccccc1,-1,-3,2,-9,6,-4,-1,-6,0

# Bioassay records from PubChem.
